TbREL1 inh: TbREL1 inhibition, primary screen | P86926 | TbREL1 RNA ligation, FRET fluorescence | inhibition, % at 9.66 µM | 89,000 compounds, 0.49% hits | AID 1117264;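 active = inhibition above the mean inhibition across all screened compounds plus 3 SD, cut at about 11% in these data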;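 note: 0% = plate median of test wells and 100% = NSC42067 control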
Target sequence (P86926 whole entry, looked up): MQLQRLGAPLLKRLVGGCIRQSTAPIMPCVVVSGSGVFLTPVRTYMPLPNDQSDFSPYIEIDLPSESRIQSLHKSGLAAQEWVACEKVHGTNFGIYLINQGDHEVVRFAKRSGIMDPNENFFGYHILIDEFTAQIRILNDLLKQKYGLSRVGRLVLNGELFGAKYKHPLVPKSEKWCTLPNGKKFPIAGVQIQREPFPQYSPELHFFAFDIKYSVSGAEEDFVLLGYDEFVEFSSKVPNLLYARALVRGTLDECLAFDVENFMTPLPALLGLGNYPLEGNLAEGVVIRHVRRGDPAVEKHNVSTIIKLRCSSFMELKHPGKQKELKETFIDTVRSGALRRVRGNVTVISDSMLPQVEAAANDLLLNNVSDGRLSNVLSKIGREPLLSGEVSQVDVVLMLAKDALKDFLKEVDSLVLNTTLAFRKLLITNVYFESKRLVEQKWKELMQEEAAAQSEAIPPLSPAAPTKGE
The depositor's hits bear a star. An excerpt (hit frequency here may not be typical).

SMILES | TbREL1 inh
O=C(Cn1c(NCCCl)nc2ccccc21)c1ccc(Br)cc1 | 2
CCCCn1c(O)c(C(C)=NCCCN(C)C)c(=O)[nH]c1=O | 5
CCOC(=O)c1ccc(N=C(CC)c2c(O)n(C)c(=O)n(C)c2=O)cc1 | -4
COc1cc(C(C)=O)ccc1OC(=O)N(C)c1ccccc1 | -2
C#C[C@@]1(O)CCC2C3CCC4=C/C(=N/OCC(=O)NC(C(=O)O)C(C)O)CC[C@]4(C)C3CC[C@@]21C (some centres not stated) | -3
CCN1/C(=C/C=C/C2=[N+](CC)c3ccccc3C2(C)C)C(C)(C)c2ccccc21 | -24
Oc1ccc(/C=N/NP(=S)(c2ccccc2)c2ccccc2)c(O)c1O | 0
CCN(CC)c1ccc(CN(C)CCc2ccc(OC)c(OC)c2)cc1 | -3
CCCC(=O)Nc1cc(C(=O)N2CCC3(CC2)OCCO3)ccc1S(=O)(=O)c1ccc(C)cc1 | 0
Clc1cccc(N2Cc3cc(N4CCOCC4)ccc3-n3nncc3C2)c1 | -1
CC1CCCN(CC(=O)N2CCCc3ccccc32)C1 (configuration not stated) | -2
C=CCn1c(O)c(/C(C)=N/NC(=S)Nc2ccccc2)c(=O)[nH]c1=O | 1
O=C(c1cccc([N+](=O)[O-])c1)C12CN3CN(CN(C3)C1)C2 | 0
CCOc1ccc2nc(N=Nc3c(O)[nH]c(=S)[nH]c3=O)sc2c1 | 6
FC(F)=C(F)CCSc1ncn[nH]1 | 0
Cc1cc(Cl)nc(N)n1 | -1
Cc1cc(/C=C2/C(=O)NC(=O)N(c3ccccc3)C2=O)c(C)n1-c1ccc(F)cc1 | 3
COc1ccccc1N1CCN(Cc2c(F)cccc2Cl)CC1 | 1
Fc1cccc(F)c1CN1CCN(Cc2c(F)cccc2F)CC1 | -3
Cc1ccc(C)c(NP(=O)(Oc2ccccc2)Oc2ccccc2)c1 | 2
CCC(c1nnnn1Cc1ccccc1)N1CCC(n2c(=O)[nH]c3ccccc32)CC1 (configuration not stated) | -2
O=C(Nc1cccc(Cl)c1)OCC#CCN1CCCC1 | -2
Cc1cc(OCc2cc(C(=O)O)oc2C)c2c3c(c(=O)oc2c1)CCCC3 | 0
O=C1CC(N2CCC(n3c(=O)[nH]c4ccccc43)CC2)C(=O)N1c1ccc(F)cc1 (configuration not stated) | 0
Cc1cc(N2CCNC[C@H]2C)ccc1N1CCN[C@@H](C)C1 | -1
O=C(O)CNC1c2ccccc2CSc2ccccc21 (configuration not stated) | 3
COc1ccc(-n2nnnc2C(c2cccc3ccccc23)N2CCC3(CC2)C(=O)NCN3c2ccccc2)cc1 (configuration not stated) | 0
COC12c3ccccc3-c3ccccc3C1C(C(=O)O)C2C(=O)O (configuration not stated) | 0
Cc1nn(Cc2ccccc2Cl)c(C)c1C(=O)OCC(=O)NC1CCCC(C)C1C (configuration not stated) | -2
O=C(COc1ccccc1)N1CCN(CC2CC3C=CC2C3)CC1 (configuration not stated) | 3
CCN(CC)C(=O)c1ccc(N(Cc2ccccc2)S(C)(=O)=O)cc1 | 1
COC(=O)C1=C(c2cccc(OC)c2OC)C[C@@H]2CC[C@H]1N2C(=O)NCCO | 4
COc1cc(CN2C(=O)NC(=O)C3(Cc4cc(C)ccc4N(C)C3)C2=O)cc(OC)c1 (configuration not stated) | 1
CCN(CC)CCC(=O)O[C@H]1CC[C@]2(C)C3CC[C@@]4(C)C(CC[C@]4(C)O)C3CC[C@H]2C1 (some centres not stated) | 1
CSc1ccccc1C(=O)C1CCCN(Cc2ccncc2)C1 (configuration not stated) | -2
COCCN1C(=O)NC(=O)/C(=C\c2ccc(Br)cc2)C1=O | 6
OC(c1ccc(F)cc1)(c1ccc(F)cc1)[C@@H]1CCCN1 | 1
CC1(C)CC(N(CCc2ccccc2)Cc2ccccc2)CCO1 (configuration not stated) | -5
CCOC(=O)c1cnc(N2CC2)nc1N | 0
CN1CCN(C(=O)COc2ccc(-c3nc4ccccc4s3)cc2)CC1 | -4
COc1ccc(OCC#CCN2CCNCC2)cc1 | 8
CCOC(=O)c1[nH]ncc1CN1CCCC(C(=O)c2cccc(Cl)c2)C1 (configuration not stated) | -1
COc1ccc(CC(=O)C2C(=O)N(C)c3ccccc32)cc1OC (configuration not stated) | -6
O=c1[nH]c(O)c(C=Nc2ccc(Cl)c(C(F)(F)F)c2)c(=O)[nH]1 | -2
CN(C)C(=O)Oc1c(Cl)cc(Cl)c2ccccc12 | 6
O=c1c2ccccc2nc(/C=C/c2ccc([N+](=O)[O-])o2)n1-c1ccc(O)cc1 | 1
C=CCn1c(O)c(C(CC)=NCCc2ccccc2)c(=O)[nH]c1=O | -1
O=c1c2ccccc2nc(CN2CCOCC2)n1-c1ccccc1F | -2
O=C(COc1ccc2ccccc2c1)N1CCN(Cc2ccncc2)CC1 | 3
O=C(C1c2ccccc2C(=O)N2CCc3ccccc3C12)N1CCC2(CC1)OCCO2 (configuration not stated) | -1
CCOC(=O)[C@]12Cc3cc4ccccc4cc3[C@H]1N(Cc1ccccc1)C(=O)c1cc(OC)ccc12 | 6
CN1CCN(c2ccc(N)cc2)CC1 | 17*
CCCn1nc2ccccc2c1P(=O)(N1CCOCC1)N1CCOCC1 | -1
O=C(CN1CCCCC1)c1cccc(Br)c1 | -4
CCc1ccccc1N1C(=O)NC(=O)/C(=C\c2cc(C)n(C)c2C)C1=O | 1
CC1(C)NCCN2C(=O)CSC21 (configuration not stated) | -1
Cc1cccc(N2C(=O)NC(=O)C3(Cc4cc(C)ccc4N(C)C3)C2=O)c1 (configuration not stated) | 2
COc1ccc(NC(=O)CN2C3CCC2CC(O)(c2cccnc2)C3)cc1OC (configuration not stated) | -4
CCn1c(=O)n(CC(=O)N2CCC3(CC2)OCCO3)c(=O)c2ccccc21 | 1
O=C(O)CCn1cc(C=C2C(=O)NC(=S)NC2=O)c(-c2cc3ccccc3oc2=O)n1 | -1
New compounds follow.
SMILES | TbREL1 inh
O=S1(=O)CCN(CCc2c[nH]c3ccccc23)CC1 | -3
CCN1c2nc3ccccn3c(=O)c2CC2(C(=O)N(C)C(=O)N(C)C2=O)C1C (configuration not stated) | -2
CC12CN3CCN(C1)CC(C)(C3)C2=NO | 0
CC(C)(C)P(=O)(N1CCOCC1)N1CCOCC1 | 1
CN1CSC(=S)N(C)C1 | -2
O=C(CCc1ccccc1)N1Cc2cc(N3CCOCC3)ccc2-n2nncc2C1 | -3
Nc1ccccc1C(=O)OCc1ccc([N+](=O)[O-])cc1 | 3
O=C(CCCn1c(=O)[nH]c2cc(Cl)ccc2c1=O)N1CCC2(CC1)OCCO2 | -1
CCOC(=O)[C@]12Cc3ccsc3[C@H]1N(Cc1ccccc1)C(=O)c1ccccc12 | 1
O=C(c1cccs1)c1cn(Cc2ccccc2Cl)c2ccccc12 | 3
O=c1[nH]c2ccccc2n1C1CCN(C(c2ccccc2)c2nnnn2Cc2ccccc2)CC1 (configuration not stated) | 23*
CCOC(=O)CNC(=O)N1Cc2cc(-c3ccccc3)ccc2-n2nncc2C1 | 0

Reformatted with each value named: part of the list above
CN1CSC(=S)N(C)C1
- TbREL1 inh: -2

O=C(CCc1ccccc1)N1Cc2cc(N3CCOCC3)ccc2-n2nncc2C1
- TbREL1 inh: -3

(cont.)
SMILES | TbREL1 inh
CN1CCN(c2ncnc3nc[nH]c23)CC1 | 2
Cc1cc(C(=O)OC(C)C(=O)Nc2ccccc2)c(C)n1C1CC1 (configuration not stated) | -1
O=c1[nH]c2ccccc2n1C1CCN(C(CCc2ccccc2)c2nnnn2-c2ccc3c(c2)OCCO3)CC1 (configuration not stated) | 2
Cc1ccc(-c2cc(-c3ccccc3)cc(-c3ccccc3)[n+]2-c2ccccc2)cc1 | 7
COC(=O)C1=C(c2ccc(OCc3ccccc3)cc2)C[C@@H]2CC[C@H]1N2C(=O)NCc1ccccc1OC | 0
N#CC1=C(N)Oc2cc(O)ccc2C1c1ccc2c(c1)OCO2 (configuration not stated) | -1
CSC1=NP(=S)(SC)N2CCCC2=C1C#N (configuration not stated) | 6
Cc1ccc(C(=O)NC2CC3CCC(C2)N3)cc1 (configuration not stated) | -1
COc1ccc(-[n+]2c(-c3ccccc3)cc(-c3ccccc3)cc2-c2ccccc2)cc1 | 6
O=C(CNC(=O)OCc1ccccc1)NCC(=O)Nc1ccc(Br)cc1C(=O)c1ccccc1 | 3
O=C1C2(c3ccccc3)CN3CN(C2)CC1(c1ccccc1)C3 | 6
CC1(C)CSC(Nc2ccc(F)c(Cl)c2)=N1 | -3
COC(=O)C1=C(c2ccccc2)C[C@@H]2CC[C@H]1N2C(=O)NCCO | -2
CSc1ncc(/C=C2/C(=O)NC(=O)N(C3CCCCC3)C2=O)cn1 | -1
COC(=O)C1=C(c2ccc(-c3ccccc3)c(F)c2)C[C@@H]2CC[C@H]1N2C(=O)NCCc1ccccc1 | 0
O=C(c1ccccc1F)c1cn(Cc2ccccc2)c2ccccc12 | 4
CC(=O)N(C1=NCCCS1)c1ccccc1Cl | 0
O=C(Cn1cc(C(=O)c2ccccc2F)c2ccccc21)NCc1ccco1 | 0
O=C(c1ccc(C(F)(F)F)cc1)C1CCCN(Cc2ccc(CO)o2)C1 (configuration not stated) | 9
COC(=O)C1=C(c2ccc(OC)c(OC)c2)C[C@@H]2CC[C@H]1N2C(=O)NCCNC(C)=O | -1
COC(=O)c1c(N)n(Cc2ccc(OC)cc2)c2nc3ccccc3nc12 | 0
CC(C)CCP(=O)(O)O | 2
COC(=O)C1=C(c2ccc(F)cc2OCc2ccccc2)C[C@@H]2CC[C@H]1N2C(=O)NCc1cccc(C(F)(F)F)c1 | 0
COC(=O)C1=C(c2ccc(-c3ccccc3)c(F)c2)C[C@@H]2CC[C@H]1N2C(=O)NCCCOC(C)C | 5
Cn1c(O)c(C(=O)c2ccccc2Cl)c(=O)n(C)c1=O | 0
COc1ccc(-c2ccc3c(c2)CNCc2cnnn2-3)cc1 | 2
NC(Cc1ccccc1)Cc1ccccc1 | 5
CC1CCCCN1C(=O)c1ccc(N2CC3CC(C2)c2cccc(=O)n2C3)c([N+](=O)[O-])c1 (configuration not stated) | -3
CC(C)NC(C)C(=O)C12CC3CC(CC(C3)C1)C2 (configuration not stated) | 0
CCC12C=CCN3CCC4(c5cc(Br)c(OC)cc5N(C)C4C(O)(C(=O)OC)C1OC(C)=O)C32 (configuration not stated) | -6
CCCCn1c(O)c(C(C)=NCCCN(CC)CC)c(=O)[nH]c1=O | 4
CN1C(=O)C(C2c3ccccc3C(=O)N2Cc2ccccc2)C(=O)N(C)C1=O (configuration not stated) | 1
Cc1ccc2c(c1)CC1(CN2C)C(=O)NC(=O)N(c2ccc(C)c(C)c2)C1=O (configuration not stated) | -2
O=C1c2ccccc2-n2nnc(-c3ccccc3)c2C2c3cc(Br)ccc3CCN12 (configuration not stated) | 8
O=C(c1ccco1)C12CN3CN(CN(C3)C1)C2 | -3
COC(=O)C1=C(c2ccccc2)C[C@@H]2CC[C@H]1N2C(=O)NCc1cccc2ccccc12 | -6
COc1ccc2[nH]cc(CCN=C(N)N)c2c1 | -3
Cc1ccc(C(c2nnnn2Cc2ccccc2)N2CC=C(c3ccc(F)cc3)CC2)cc1 (configuration not stated) | 2
CC1(C)N(O)C2CCCCC2N1O (configuration not stated) | 3
C[C@]12CC[C@@H](O)CC1=CCC1C2CC[C@@]2(C)C1C[C@@H](F)[C@H]2O (some centres not stated) | -3
O=C(NC(CCC(O)CO)P(=O)(Oc1ccccc1)Oc1ccccc1)OCc1ccccc1 (configuration not stated) | -1
c1ccc(CCNCc2ccccc2)cc1 | 1
C=C[C@@H]1C[C@@]1(C)[C@@H](NP(=O)(c1ccccc1)c1ccccc1)c1ccccc1 | 0
CCCOc1ccccc1C1SCC(=O)Nc2c1c(=O)[nH]n2C(C)CCC (configuration not stated) | -3
O=C(Cc1ccccc1)OCCN1CCCCC1 | 0
CCOC(=O)[C@]12Cc3cc(OC)ccc3[C@H]1N(C)C(=O)c1ccccc12 | 2
CN1C(=O)CCS(=O)(=O)C1c1ccc(Cl)cc1 (configuration not stated) | 6
CC(=NCCO)c1c(O)n(C2CCCCC2)c(=O)[nH]c1=O | 2
COC(=O)C1=C(c2cccc(OC)c2OC)C[C@@H]2CC[C@H]1N2C(=O)N1CCCCC1 | -2
CC(=O)OC1N=C(c2ccccc2)c2cc(Br)ccc2N(C)C1=O (configuration not stated) | 0
ClCCN1CCSCC1 | 8

In the list so far, 19 contain an aryl methoxy group.
SMILES | TbREL1 inh
COc1cc(C(C)=O)ccc1OC(=O)N(C)c1ccccc1 | -2
CCN(CC)c1ccc(CN(C)CCc2ccc(OC)c(OC)c2)cc1 | -3
COc1ccccc1N1CCN(Cc2c(F)cccc2Cl)CC1 | 1
COc1ccc(-n2nnnc2C(c2cccc3ccccc23)N2CCC3(CC2)C(=O)NCN3c2ccccc2)cc1 (configuration not stated) | 0
COC(=O)C1=C(c2cccc(OC)c2OC)C[C@@H]2CC[C@H]1N2C(=O)NCCO | 4
COc1cc(CN2C(=O)NC(=O)C3(Cc4cc(C)ccc4N(C)C3)C2=O)cc(OC)c1 (configuration not stated) | 1
COc1ccc(OCC#CCN2CCNCC2)cc1 | 8
COc1ccc(CC(=O)C2C(=O)N(C)c3ccccc32)cc1OC (configuration not stated) | -6
CCOC(=O)[C@]12Cc3cc4ccccc4cc3[C@H]1N(Cc1ccccc1)C(=O)c1cc(OC)ccc12 | 6
COc1ccc(NC(=O)CN2C3CCC2CC(O)(c2cccnc2)C3)cc1OC (configuration not stated) | -4
COC(=O)C1=C(c2ccc(OCc3ccccc3)cc2)C[C@@H]2CC[C@H]1N2C(=O)NCc1ccccc1OC | 0
COc1ccc(-[n+]2c(-c3ccccc3)cc(-c3ccccc3)cc2-c2ccccc2)cc1 | 6
COC(=O)C1=C(c2ccc(OC)c(OC)c2)C[C@@H]2CC[C@H]1N2C(=O)NCCNC(C)=O | -1
COC(=O)c1c(N)n(Cc2ccc(OC)cc2)c2nc3ccccc3nc12 | 0
COc1ccc(-c2ccc3c(c2)CNCc2cnnn2-3)cc1 | 2
CCC12C=CCN3CCC4(c5cc(Br)c(OC)cc5N(C)C4C(O)(C(=O)OC)C1OC(C)=O)C32 (configuration not stated) | -6
COc1ccc2[nH]cc(CCN=C(N)N)c2c1 | -3
CCOC(=O)[C@]12Cc3cc(OC)ccc3[C@H]1N(C)C(=O)c1ccccc12 | 2
COC(=O)C1=C(c2cccc(OC)c2OC)C[C@@H]2CC[C@H]1N2C(=O)N1CCCCC1 | -2

Screens deposited in PubChem by The Scripps Research Institute Molecular Screening Center.
